Ins promoter up – insulin promoter activators in MIN6 cells, imaging, high-content screening, mouse beta cells. z-score at 5 µM. MIN6 insulin promoter-GFP reporter; stronger effect = higher value. hit rate 0.3% among 190,000;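 active = z-score above 3 at 5 µM with at least 500 cells counted in the well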
Dynein transport – inhibitors of GR-EGFP nuclear translocation, primary screen, dynein cargo transport inhibitor project, imaging, high-content, 3617.4 mouse cells; AID 1381, 2008; z-score, hits read low; hit rate 0.47% among 220,000; test concentration mostly 20 µM; stimulated with dexamethasone, 1 µM; stronger effect = lower value;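 active = plate z-score of nuclear minus cytoplasmic receptor signal below a set negative limit, without overly bright fluorescence or cell loss, cut at about -3.5 in these data, passing the limit was not always enough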;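 note: z-score of nuclear minus cytoplasmic ring GR-EGFP intensity difference per well; some compounds called inactive have numbers as strong as hits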
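medium = tetracycline-free induction medium containing charcoal-stripped FBS | probe or stimulus = dexamethasone, 1.0 µM final | timing = 48 h induction, then 1 h compound, then 30 min agonist, 37 °C | detection = automated 10x imaging of fixed Hoechst-stained cells | read-out basis = nuclear versus cytoplasmic GR-EGFP signal, averaged per well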
bCat nuc transl – modulators of beta-catenin nuclear translocation, primary screen, imaging, HeLa cells, immunofluorescence, high-content | nuclear translocation activity, % at 5 µM | hit rate 0.3% among 190,000 | AID 1665, 2009;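 active = nuclear translocation activity above 50% at 5 µM, with a well cell count of 50 or more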;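 note: per-cell ratio of nuclear to cytoplasmic median beta-catenin stain intensity; plate controls were DMSO negative control for no effect and GSK-3 inhibitor IX positive control for full effect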
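Read-out: Nuclear/cytoplasmic beta-catenin signal ratio, % activation | Assay system: Human HeLa cell line | Times: 24 h compound exposure at 37°C, 5% CO2 | Signal: Fluorescence imaging of beta-catenin antibody stain plus DAPI | Dosing: 5 µM primary, 0.02–20 µM confirmation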
XIAP antagonists – XIAP antagonists, biochemical, IAP family, fluorescence polarization (AID 1018). XIAP BIR domain, fluorescence polarization peptide displacement; higher % means a stronger effect. displacement, % at 20 µM; hits with a dose series show IC50 in µM. hit rate 0.007% among 200,000; in the data active = displacement above about 50%; note: a part of the inactive calls stands beside numbers as strong as those of hits
MT stabilizer – microtubule stabilizers in HeLa cells, primary screen, imaging, high-content imaging | hit rate 0.83% among 200,000 | HeLa tubulin immunostaining HCS, 24 h; share of cells brighter than vehicle mean+2SD | % tubulin-high responders, % at 10 µM;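 active = plate Z-score above 3 for both tubulin-high and condensed-nucleus cell shares, with cell loss under 80%, at 10 µM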;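 note: anti alpha tubulin signal scored within the nucleus-defined area of each cell; some results filed as inactive read as strong as hits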
Autophagy HCS – autophagy modulators in MEF cells, primary screen, imaging, high-content, MEF GFP-LC3. MEF GFP-LC3 puncta imaging; test concentration mostly 10 µM. calls only at 10 µM (by protocol). hit rate 0.98% among 190,000. AID 463193, 2010;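 active = percentage of spot-positive cells more than 3 SD above its plate mean, without a fluorescence outlier flag or 80% toxicity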;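 note: spot-positive cell cutoff set from DMSO-treated cells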
Lipid droplet – inhibitors of hepatocyte lipid droplet formation, primary screen, imaging, high-throughput imaging, BODIPY stain; AID 1656, 2009; hit rate 0.4% among 240,000; AML12 mouse hepatocytes, oleate lipid droplets; inhibition, % at 6.5 µM;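 active = lipid droplet intensity inhibited by at least 50%, with more than 500 cells counted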
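Assay system: AML12 mouse liver cells | Compound: 6.5 µM single-point dosing | Schedule: Overnight exposure | Technique: Fluorescence imaging, 20x objective, two fields per well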
CSM14.1 death rescue – rescue of cells from ER stress-induced death, primary screen, 384-well, CSM14.1, thapsigargin, ATP luminescence (AID 1222); one-dose cellular ATP content (survival), % at 20 µM; EC50 in µM for titrated hits; 190,000 tested, under 10 active; CSM14.1 thapsigargin-induced death rescue, ATP luminescence; higher % means a stronger effect;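 active = EC50 below 50 µM in the dose-response confirmation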;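 note: death triggered by thapsigargin at about 15 µM added after 2 h compound pretreatment; cell ATP read after overnight thapsigargin exposure of roughly 18 to 22 hours; normalized against plate controls of thapsigargin alone and 5% DMSO vehicle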
WT yeast gro inh – growth inhibition of WT strain, primary screen, mitochondrial fusion inhibitor project, WT and mutant strains, chemical genetic. mitochondrial fusion phenotypic screen. inhibition, % at 10 µM. hit rate 2.1% among 190,000; in the data active = inhibition above about 58%; tested in S. cerevisiae
WT yeast gro inh mutant strain – second read-out of WT yeast gro inh, no call of its own (marks repeat the call); inhibition, %; mitochondrial fusion phenotypic screen, mutant strain inhibition
Dynein transport cytoplasmic EGFP – second read-out of Dynein transport, no call of its own (marks repeat the call); z-score; measured here: cytoplasmic GR-EGFP intensity; stronger effect = higher value
Dynein transport nuclear GR-EGFP – recorded beside Dynein transport, whose call it bears; z-score; measured here: nuclear GR-EGFP intensity;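 lower value marks the stronger effect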
Dynein transport cell count – recorded beside Dynein transport, whose call it bears; z-score; measured here: cell count per field
Ins promoter up cell count – second read-out of Ins promoter up, no call of its own (marks repeat the call); cell count; measured here: cytotoxicity, nuclei count;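 total cells summed across four imaged fields per well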
Lipid droplet cells 6.5 µM – second read-out of Lipid droplet, no call of its own (marks repeat the call); cell count; measured here: cell count, cytotoxicity flag;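 cells counted across two imaged fields per well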
bCat nuc transl cell count 5 µM – also measured in bCat nuc transl; calls as there; cell count; measured here: cell count, cytotoxicity flag
MT stabilizer Hoechst-high % – also measured in MT stabilizer; calls as there; % Hoechst-high responders; measured here: nuclear condensation Hoechst responders;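 share of cells brighter than vehicle mean plus two SD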
MT stabilizer cytotoxicity % – also measured in MT stabilizer; calls as there; toxicity, %; measured here: cytotoxicity by cell density;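 0% = mean cell density of plate MIN control wells and 100% = no cells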
Autophagy HCS cell loss 18 h – also measured in Autophagy HCS; calls as there; toxicity, %; measured here: cell loss, nuclei count;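 cell loss after 18 h compound exposure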
* hit, by the source's call; i = inactive; x = not tested or not shown.

Order of results – Ins promoter up, Ins promoter up cell count, Dynein transport, Dynein transport cytoplasmic EGFP, Dynein transport nuclear GR-EGFP, Dynein transport cell count, bCat nuc transl, bCat nuc transl cell count 5 µM, XIAP antagonists, MT stabilizer, MT stabilizer Hoechst-high %, MT stabilizer cytotoxicity %, Autophagy HCS, Autophagy HCS cell loss 18 h, Lipid droplet, Lipid droplet cells 6.5 µM, CSM14.1 death rescue, WT yeast gro inh, WT yeast gro inh mutant strain
Cc1ccc(-n2cnc(=O)c3cccnc32)cc1
→ 1.45, 1542, 0.188, -0.21, 0.737, -0.0985, -1.8, 1360, -2.7%, 2.2, 1.5, 5.9, i, -26.1, x, x, -1.7%, -1.8, 6.6
CCN(CC)S(=O)(=O)c1cccc(C(=O)OCC(=O)C23CC4CC(CC(C4)C2)C3)c1
→ 0.13, 887, -1.13, -0.231, -0.33, -0.146, -5.2, 1237, -4.3%, 3.6, 1.9, 7.2, i, 6.1, 6.4, 741, 1.3%, 16.4, -8.8
N#Cc1cccnc1Oc1ccccc1
→ 0.74, 1525, -0.0714, -0.225, -0.13, -0.0326, -2.9, 1075, x, x, x, x, x, x, -1.5, 777, x, x, x
C/C(=N\NC(=O)c1ccc(NS(=O)(=O)c2cccs2)cc1)c1ccccn1
→ 0.21, 1477, 0.515, -0.237, 0.00512, 0.407, -0.2, 1101, x, x, x, x, x, x, 2.3, 682, x, x, x
CN1CCN(C(=O)Nc2ccc([N+](=O)[O-])cc2)CC1
→ 0.36, 1386, 0.215, -0.222, 0.095, -0.409, -3.2, 1209, x, x, x, x, x, x, 4.0, 727, x, x, x
COc1cccc(C(=O)NN2c3ccccc3CCc3ccccc32)c1
→ x, x, 0.29, -0.277, 0.182, 1.28, -1.2, 1126, -6.6%, 2.1, 1.7, 10.2, i, 17.1, -9.6, 565, 12.3%, -7.4, -8.8
Cc1cc(C)cc(OCc2nnc(SCC(=O)OC(C)C)o2)c1
→ 0.8, 796, -0.0282, -0.388, 0.157, 0.00898, -3.3, 1196, -20.1%, 3.0, 1.3, 6.8, i, -8.5, -0.6, 756, -2.8%, -5.4, 5.1
CCN(CC)S(=O)(=O)c1cc(NC(=O)CSc2nccn2C)ccc1C
→ 0.31, 1565, -0.786, -0.352, -0.513, 0.782, -0.3, 1024, -3.2%, 5.2, 2.0, 8.1, i, -4.6, -8.0, 656, -0.6%, -20.8, 0.6
CCCc1cc(=O)[nH]c(Nc2cc(OC)ccc2OC)n1
→ x, x, 0.225, -0.289, -0.253, 1.16, x, x, -3.7%, 2.4, 1.7, 3.1, i, 13.0, 3.5, 725, -2.3%, -4.0, -11.3
CCCn1c(N)c(C(=O)CSc2nc3ccccc3s2)c(=O)[nH]c1=O
→ -0.66, 1210, 1.02, 0.00292, 0.835, 0.426, -2.2, 1053, -7.1%, 6.2, 1.5, 9.3, i, 9.5, -2.5, 687, -0.6%, -7.9, 10.1
Cc1ccc(S(=O)(=O)NCc2cccnc2)s1
→ 0.46, 1800, -0.185, -0.169, -0.214, -0.622, 0.8, 1018, -11.2%, 2.9, 1.9, 8.8, i, -1.8, 2.3, 616, -2.5%, -10.2, -1.6
COc1ccc(N2C(=O)CC(N(CCc3ccccc3)C(=O)/C=C/C(=O)O)C2=O)cc1 (stereo not drawn)
→ -0.48, 1438, -0.757, -0.2, -0.452, 0.244, 0.7, 1014, -4.2%, 3.0, 3.1, 2.8, i, -2.3, 10.9, 744, 0.3%, -3.2, 9.1
CCOC(=O)c1nn(-c2ccc(C)c(C)c2)cc1O
→ -0.09, 636, 0.0662, -0.167, 0.442, 1.38, 0.5, 1036, -5.4%, 2.4, 1.3, 4.2, i, -7.0, -3.2, 708, -3.5%, 0.2, 12.3
Cn1c(=O)cc(Cl)[nH]c1=O
→ -0.03, 1306, 0.0581, -0.126, 0.368, 0.634, 0.5, 1107, -2.8%, 3.9, 1.1, 11.4, i, 10.7, 6.8, 673, 1.3%, 2.0, -1.8
COc1nc(NCCc2ccc(OC)c(OC)c2)nc(OC)n1
→ 0.17, 1156, -1.07, -0.213, -0.316, 0.419, -4.0, 1194, -5.2%, 2.3, 2.7, 36.2, i, 3.5, 9.9, 789, -1.9%, -12.3, 12.5
Cc1ccccc1-c1nc(CN2CCC(C(=O)NCCCN3CCOCC3)CC2)c(C)o1
→ -0.9, 1892, 0.309, -0.249, 0.015, -0.334, -0.3, 989, -4.8%, 2.3, 1.2, 0.1, i, -3.7, -7.2, 615, -2.1%, 32.4, -3.9
COCc1cc(C)nc(SCC(=O)Oc2ccc(Cl)cc2)c1C#N
→ -0.44, 1321, -0.645, -0.283, -0.14, 0.534, 0.1, 1154, -5.3%, 1.4, 2.3, 2.9, i, 16.0, -17.1, 663, -14.3%, 15.1, 3.3
Cc1ccc(-n2nnnc2SCC(=O)Nc2nc(-c3ccc(F)cc3)cs2)cc1C
→ x, x, 0.0451, -0.205, -0.132, 0.689, x, x, -5.3%, 3.7, 1.9, 9.1, i, 8.1, x, x, 4.0%, -3.0, -21.1
CC1CN(C2CCN(S(=O)(=O)Cc3ccccc3)CC2)CC(C)O1 (stereo not drawn)
→ x, x, -0.0726, -0.0749, 0.251, 0.173, -7.6, 1161, -7.4%, 1.8, 3.1, 7.8, i, 6.2, -2.2, 684, 0.2%, -2.1, 21.1
O=C(CN1CCN(c2ccc(O)cc2)CC1)NC(=O)NCc1ccco1
→ 0.05, 1510, 0.281, -0.156, 0.038, -0.41, 0.4, 1186, -4.1%, 5.2, 2.4, 7.4, i, 14.6, -26.1, 584, 1.0%, -14.5, 8.8
NC(=O)c1ccccc1NC(=O)CS(=O)(=O)Cc1ccccc1
→ 0.33, 1066, 0.109, -0.205, 0.306, 0.115, -3.5, 911, -5.5%, 6.0, 3.9, 6.3, i, -5.2, x, x, -0.5%, -2.7, 9.6
Cc1nnn(-c2nonc2N)c1C(=O)NNC(=O)c1ccc(Cl)c(Cl)c1
→ 0.44, 1141, -0.178, -0.352, 0.341, 0.119, -1.1, 964, -7.6%, 2.2, 2.5, 6.0, i, 0.3, -1.9, 667, 1.0%, -30.5, 10.7
COc1nonc1NCn1nc(C)cc1C
→ 0.21, 1256, 0.228, -0.236, 0.674, 0.709, x, x, -4.0%, 2.4, 3.6, 0.3, i, -12.1, -0.6, 780, 0.4%, 39.9, 7.5
CCOC(=O)c1oc2nc(C(C)C)c3c(c2c1N)CCC3
→ 0.4, 1330, 0.601, -0.222, 0.506, 0.562, -4.4, 1233, -4.4%, 4.9, 2.9, 5.9, i, 10.8, -11.6, 691, 1.3%, -3.4, 11.2
CN=c1sc2ccccc2n1CC(O)c1ccccc1 (stereo not drawn)
→ -0.03, 1570, -0.703, -0.0591, 0.108, -0.431, -0.4, 999, -4.2%, 1.7, 1.5, 3.5, i, 3.6, -10.4, 673, -0.7%, -10.3, -16.4
COc1cc(CO)ccc1OCC(=O)Nc1ccc(Br)cc1
→ 0.07, 1511, -0.787, -0.301, 0.352, 0.772, 3.9, 1202, -5.4%, 4.6, 3.6, 4.3, i, 9.5, -8.9, 662, 0.5%, -12.6, -0.3
COC(=O)C(C)SC1=N/C(=C/c2ccc(-n3cncn3)cc2)C(=O)N1 (stereo not drawn)
→ -0.87, 1041, -0.732, -0.215, 0.0774, 0.614, -1.8, 1266, x, x, x, x, x, x, -1.0, 671, x, x, x
CC(C)CCn1c(SCCN2CCOCC2)nc2c1c(=O)[nH]c(=O)n2C
→ x, x, 1.71, -0.139, 1.19, -1.51, -2.7, 981, -2.2%, 6.0, 4.2, 10.4, i, 3.7, x, x, 1.9%, -5.8, -5.1
COc1cc(C)c(N(C(C)=O)c2ccccc2)c(C)c1
→ -0.22, 1079, -0.469, -0.177, -0.233, 0.21, -3.0, 852, -4.3%, 1.4, 2.1, 15.0, i, 3.1, x, x, 2.1%, 5.2, 9.1
Cc1cc(C(=O)NC(Cc2ccccc2)C(=O)O)c(C)o1 (stereo not drawn)
→ -0.17, 1039, 0.651, -0.235, 0.949, -0.409, 0.4, 1317, x, x, x, x, x, x, 0.0, 750, x, x, x
CC(=O)Cn1cnc2c(sc3nc(C)cc(C)c32)c1=O
→ -0.14, 1148, -0.38, -0.233, 0.122, 0.506, 2.1, 1276, x, x, x, x, x, x, 2.4, 717, x, x, x
Cc1cc2cc(CNC(=S)Nc3ccc(OC(F)F)cc3)ccc2[nH]1
→ 0.75, 1201, -0.421, -0.282, 0.581, 0.721, 0.2, 589, -3.4%, 2.6, 2.9, 2.3, i, 4.1, 11.0, 710, -4.6%, 12.5, -12.8
Cn1c(=O)c(/C=C/c2ccc(F)cc2)nc2ccccc21
→ 1.49, 1424, 0.755, -0.168, 0.681, 0.18, -0.6, 966, -5.7%, 2.9, 1.3, 2.9, i, 6.4, -43.7, 497, 2.1%, 29.5, 28.1
COc1ccc(-c2cc(-c3ccccc3)nc(SCC(=O)Nc3nccs3)c2C#N)cc1
→ -0.18, 1404, -0.209, -0.165, 0.205, 0.359, 0.0, 1124, -4.9%, 6.7, 2.7, 2.2, i, 26.6, -3.6, 647, -2.6%, 8.8, 10.0
CCCc1cc(=O)n2c([nH]c3ccccc32)c1C#N
→ 0.02, 1018, 1.75, 0.366, 1.8, -1.74, 0.1, 1053, -9.3%, 2.0, 0.9, 5.0, i, -3.6, -5.4, 786, -5.2%, 25.4, 32.2
Cc1ccc2c(=O)[nH]c(Nc3nc(C)cc(-c4ccccc4)n3)nc2c1
→ -0.12, 1262, -0.462, -0.166, -0.295, 0.685, 1.4, 1073, x, x, x, x, x, x, 24.3, 772, x, x, x

From PubChem BioAssay
